Source: PubChem BioAssay (University of Kansas High Throughput Screening Laboratory)
mHTT-CaM PPI inh – mHTT-calmodulin interaction abrogation. P42858. AlphaScreen His-mHTT/GST-CaM binding, luminescence. inhibition, % at 15 µM. actives 3.6% (n = 190,000). AID 1671202;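 further: 0% = both proteins with DMSO and 100% = one protein alone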
Target sequence (P42858 whole entry, looked up, stated change not applied): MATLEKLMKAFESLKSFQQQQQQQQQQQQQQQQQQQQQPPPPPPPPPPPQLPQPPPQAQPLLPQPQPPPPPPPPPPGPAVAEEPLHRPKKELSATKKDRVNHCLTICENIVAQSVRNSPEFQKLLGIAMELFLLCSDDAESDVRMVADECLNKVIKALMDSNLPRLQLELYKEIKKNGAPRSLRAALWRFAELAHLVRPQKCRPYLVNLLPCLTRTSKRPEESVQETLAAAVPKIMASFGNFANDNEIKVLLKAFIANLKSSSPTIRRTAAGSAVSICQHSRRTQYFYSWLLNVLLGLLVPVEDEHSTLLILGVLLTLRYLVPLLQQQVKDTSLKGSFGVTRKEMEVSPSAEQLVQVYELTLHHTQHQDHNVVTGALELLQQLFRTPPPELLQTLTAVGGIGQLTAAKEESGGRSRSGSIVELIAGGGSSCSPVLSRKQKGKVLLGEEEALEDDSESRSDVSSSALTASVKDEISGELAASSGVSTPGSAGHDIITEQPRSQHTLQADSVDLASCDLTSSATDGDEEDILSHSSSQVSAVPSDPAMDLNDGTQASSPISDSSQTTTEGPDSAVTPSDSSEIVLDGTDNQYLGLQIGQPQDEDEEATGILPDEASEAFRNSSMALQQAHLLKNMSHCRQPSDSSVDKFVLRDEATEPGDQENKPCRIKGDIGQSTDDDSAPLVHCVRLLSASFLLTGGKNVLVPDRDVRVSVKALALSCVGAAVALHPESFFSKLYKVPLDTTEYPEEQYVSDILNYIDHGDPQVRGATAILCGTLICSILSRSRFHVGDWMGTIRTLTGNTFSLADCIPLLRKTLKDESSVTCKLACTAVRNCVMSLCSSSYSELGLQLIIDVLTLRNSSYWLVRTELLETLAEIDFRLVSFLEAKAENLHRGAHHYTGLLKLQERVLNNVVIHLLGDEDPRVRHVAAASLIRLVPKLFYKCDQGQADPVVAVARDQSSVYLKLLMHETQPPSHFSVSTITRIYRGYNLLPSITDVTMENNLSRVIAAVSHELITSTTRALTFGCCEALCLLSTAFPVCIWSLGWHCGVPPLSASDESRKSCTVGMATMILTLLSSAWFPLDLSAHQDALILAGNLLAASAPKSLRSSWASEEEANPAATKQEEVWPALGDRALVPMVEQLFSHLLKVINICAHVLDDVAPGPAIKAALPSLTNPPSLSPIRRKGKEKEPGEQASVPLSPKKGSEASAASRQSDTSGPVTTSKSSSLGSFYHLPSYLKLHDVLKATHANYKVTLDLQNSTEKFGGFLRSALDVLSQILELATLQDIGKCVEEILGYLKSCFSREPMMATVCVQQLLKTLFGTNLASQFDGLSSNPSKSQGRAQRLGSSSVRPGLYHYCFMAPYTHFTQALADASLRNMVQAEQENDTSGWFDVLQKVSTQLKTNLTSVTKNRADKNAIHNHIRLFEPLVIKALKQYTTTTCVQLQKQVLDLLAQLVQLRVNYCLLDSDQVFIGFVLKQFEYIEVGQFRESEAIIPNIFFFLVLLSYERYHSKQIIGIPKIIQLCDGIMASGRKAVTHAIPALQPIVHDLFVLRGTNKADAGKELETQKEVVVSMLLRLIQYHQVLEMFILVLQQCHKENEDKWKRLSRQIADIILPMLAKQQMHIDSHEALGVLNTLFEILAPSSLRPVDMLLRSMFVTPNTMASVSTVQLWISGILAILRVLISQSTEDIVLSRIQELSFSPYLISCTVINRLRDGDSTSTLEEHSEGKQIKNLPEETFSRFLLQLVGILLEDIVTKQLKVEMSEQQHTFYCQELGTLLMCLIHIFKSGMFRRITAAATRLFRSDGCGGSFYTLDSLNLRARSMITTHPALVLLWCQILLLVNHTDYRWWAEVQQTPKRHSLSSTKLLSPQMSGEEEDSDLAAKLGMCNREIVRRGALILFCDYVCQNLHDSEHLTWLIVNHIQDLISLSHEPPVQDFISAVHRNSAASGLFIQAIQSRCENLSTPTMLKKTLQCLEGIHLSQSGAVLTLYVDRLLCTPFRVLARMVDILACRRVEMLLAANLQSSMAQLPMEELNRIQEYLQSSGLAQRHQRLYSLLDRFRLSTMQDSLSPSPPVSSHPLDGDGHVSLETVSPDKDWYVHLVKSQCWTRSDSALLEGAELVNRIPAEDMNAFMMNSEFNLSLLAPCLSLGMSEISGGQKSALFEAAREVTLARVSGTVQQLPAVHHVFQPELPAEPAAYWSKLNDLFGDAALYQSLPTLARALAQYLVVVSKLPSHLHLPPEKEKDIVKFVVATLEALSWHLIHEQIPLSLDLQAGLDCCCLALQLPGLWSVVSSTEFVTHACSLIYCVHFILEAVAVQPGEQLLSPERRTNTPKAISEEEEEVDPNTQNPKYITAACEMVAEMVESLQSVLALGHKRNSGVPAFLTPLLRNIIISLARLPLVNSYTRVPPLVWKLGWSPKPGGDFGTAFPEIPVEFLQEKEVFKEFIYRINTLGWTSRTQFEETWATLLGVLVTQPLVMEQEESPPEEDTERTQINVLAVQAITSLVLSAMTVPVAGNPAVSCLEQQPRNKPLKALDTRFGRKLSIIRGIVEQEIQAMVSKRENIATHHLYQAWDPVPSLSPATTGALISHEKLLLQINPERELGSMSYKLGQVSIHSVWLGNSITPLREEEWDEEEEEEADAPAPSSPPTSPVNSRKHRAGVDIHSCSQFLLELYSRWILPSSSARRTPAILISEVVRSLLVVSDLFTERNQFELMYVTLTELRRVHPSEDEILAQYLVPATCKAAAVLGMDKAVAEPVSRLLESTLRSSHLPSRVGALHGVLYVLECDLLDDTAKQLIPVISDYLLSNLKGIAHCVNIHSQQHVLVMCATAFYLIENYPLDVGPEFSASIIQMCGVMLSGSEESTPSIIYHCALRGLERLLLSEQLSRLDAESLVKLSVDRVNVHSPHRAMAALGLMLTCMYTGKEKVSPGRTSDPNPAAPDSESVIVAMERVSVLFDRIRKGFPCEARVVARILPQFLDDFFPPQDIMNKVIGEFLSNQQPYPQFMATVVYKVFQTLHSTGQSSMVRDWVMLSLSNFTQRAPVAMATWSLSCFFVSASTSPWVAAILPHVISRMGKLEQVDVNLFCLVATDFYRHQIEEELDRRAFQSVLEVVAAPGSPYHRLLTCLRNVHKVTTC
Pf apPOL inh – Pf-apPOL DNA polymerase inhibition; Recombinant Pf-apPOL, molecular beacon fluorescence, 1.5 h; inhibition, % at 10 µM; AID 1794808; actives 0.25% (n = 210,000)
Starred values were filed as active, the others as inactive; x = not tested or not shown; & = joins results of further samples. No stated cut-off is given here; in the data, active means inhibition above about 50%; inactive means the rest.

nr	structure	mHTT-CaM PPI inh	Pf apPOL inh
1	CC(C)c1cc(C2CCCN2Cc2cc(Br)ccc2O)no1 (stereo not drawn)	-27	3
2	CCOC(=O)[C@@H](C)NS(=O)(=O)N(Cc1ccccc1)[C@H](C(=O)OC)C(C)C	-5	2
3	Cn1nc(-c2nc(Cc3ccccc3)no2)c2c1CCN(C(=O)c1ccsc1)C2	-4	-6
4	Cc1ccc(C(=O)NCc2ccc(N3CCCC3)nc2)s1	22	0
5	COc1cc(NC(=O)CCc2ccccc2)nc(OC)n1	-1	-3
6	Cc1cccc(CN2CCN(C3CCN(C(=O)NC(C)C)CC3)C2=O)c1	0	5
7	CCOc1ccc(CN2CCN(c3ccccc3OCC)CC2)cc1	2	0
8	CNc1cc([N+](=O)[O-])ccc1N/C=C/C(=O)c1cccs1	45&36	0&1
9	Cc1nn(C)c(NC(=O)c2ccccc2)c1Br	x	1
10	COc1ccc(/C=C2/N=C(c3ccc(Cl)cc3Cl)OC2=O)cc1OC	1	-1
11	c1cc2c(s1)SCc1cnc(C34CC5CC(CC(C5)C3)C4)nc1-2	x	2
12	O=C(NC1CCCCC1)N(Cc1ccsc1)Cc1ccco1	-14	-6
13	O=C(NCc1ccc2c(c1)OCO2)C1CC(=O)N(C2CCCCC2)C1 (stereo not drawn)	0	2
14	CCNC(=O)N1CCN(C(=O)CC2CCN(S(=O)(=O)c3c(C)noc3C)CC2)CC1	-9	-2
15	CCn1c(=O)c(C(=O)NCc2ccc(C)c(C)c2)nc2cccnc21	5	-5
16	COc1cccc(NC(=O)COc2cc(C)c(Cl)c(C)c2)c1	-12	-17
17	Fc1ccc(CN2CCc3nc(N4CCOCC4)ncc3C2)cc1	14	1
18	N#C/C(=C\c1cccc(Oc2ccccc2)c1)c1nn(-c2ccccc2)c(N)c1C#N	25	-4
19	CCOC(=O)CSc1ncc(-c2ccc(Br)cc2)n1CC(=O)OC	6	-69
20	CC(=O)Nc1ccc(S(=O)(=O)N2CCC(c3nc4ccncc4n3CC(C)C)C2)cc1 (stereo not drawn)	-4	-4
21	COc1cccc(NC2=C(N3CCCC3)C(=O)c3ccccc3C2=O)c1	100*	0
22	Cc1ccc(-c2csc(NC(=O)Nc3ccccc3)n2)cc1	2	-5
23	Cn1nc(C(=O)Nc2ccc(Cl)c(Cl)c2)ccc1=O	-13	-14
24	Nc1c(C(=O)NCCc2ccccc2)nnn1Cc1ccc(Cl)cc1	6	-4
25	Cn1ccnc1N1CCN(C(=O)c2cccc(C(F)(F)F)c2)CC1	-6	1
26	Cc1cc(Cl)ccc1N(CC(=O)Nc1ccc(F)cc1F)S(C)(=O)=O	0	-9
27	COc1ccc(-c2nc3s/c(=C\c4ccccc4)c(=O)n3n2)cc1	3	0
28	COc1cc2[nH]c(=O)n(CCC(=O)NCc3ccc4c(c3)OCO4)c(=O)c2cc1OC	-6	-3
29	O=c1[nH]c2ccccc2c(=O)n1CCSc1ccccc1	x	-5
30	CN(C)c1ccc(C(=O)N2CCc3cn(C)c4cccc(c34)C2)cc1	1	-4
31	Cc1cc(C)cc(N2CCC(NC(=O)c3cccc(C#N)c3)C2=O)c1 (stereo not drawn)	-6	0
32	CCc1nn(C)c(CC)c1C(=O)NC(C)C	2	2
33	O=C(Nc1nccs1)c1cccc(S(=O)(=O)N2CCOCC2)c1	-5	-2
34	CCc1sc(N)nc1-c1ccccc1	13	-5
35	COc1ccc(C2CC(=O)C3=C(C2)Nc2ccccc2NC3c2ccc(O)cc2)cc1OC (stereo not drawn)	7	-1
36	CCc1cccc(NS(=O)(=O)c2cc(Br)cc3c2N(C(C)=O)C(C)C3)c1 (stereo not drawn)	1	-6
37	COc1ccc(NC(=O)CSc2nnc(CNC(=O)c3c(F)cccc3Cl)o2)cc1	-4	-3
38	CCN(C)c1nc(-c2cccc(C)c2)ncc1C(=O)Nc1ccc(F)cc1	-10	-3
39	COCCc1nc(C2CCCN(C(=O)COc3ccccc3C)C2)n[nH]1 (stereo not drawn)	5	-5
40	O=C(Cc1ccc(Br)cc1)NCc1ccncc1	1	-10
41	COc1cccc(C(=O)Nc2c3c(nn2-c2ccc(F)cc2)CS(=O)C3)c1 (stereo not drawn)	4	-3
42	O=C(/C=C/Nc1cc(Cl)ccc1O)c1cccs1	17	-4
43	O=c1c(-c2ccc(Cl)cc2)coc2c3c(ccc12)OCN(C1CCCC1)C3	2	-26
44	Cc1ccc(S(=O)(=O)N=C(Nc2ccc(Br)cc2)Nc2nc(C)cc(C)n2)cc1	-4	-9
45	Cc1ccc(CCNC(=O)c2nnn3c2COC(c2ccc(F)cc2)C3)cc1 (stereo not drawn)	4	2

Some of these compounds in order of molecular weight, lowest first.
nr	structure	mHTT-CaM PPI inh	Pf apPOL inh
34	CCc1sc(N)nc1-c1ccccc1	13	-5
33	O=C(Nc1nccs1)c1cccc(S(=O)(=O)N2CCOCC2)c1	-5	-2
38	CCN(C)c1nc(-c2cccc(C)c2)ncc1C(=O)Nc1ccc(F)cc1	-10	-3
45	Cc1ccc(CCNC(=O)c2nnn3c2COC(c2ccc(F)cc2)C3)cc1 (stereo not drawn)	4	2
36	CCc1cccc(NS(=O)(=O)c2cc(Br)cc3c2N(C(C)=O)C(C)C3)c1 (stereo not drawn)	1	-6

The listing picks up; the 2 compounds before the break are reprinted first.
nr	structure	mHTT-CaM PPI inh	Pf apPOL inh
44	Cc1ccc(S(=O)(=O)N=C(Nc2ccc(Br)cc2)Nc2nc(C)cc(C)n2)cc1	-4	-9
45	Cc1ccc(CCNC(=O)c2nnn3c2COC(c2ccc(F)cc2)C3)cc1 (stereo not drawn)	4	2
46	O=S(=O)(O)c1cccs1	-9	-2
47	O=C(NCCC1=CCCCC1)C1CCCN(c2ncc(-c3ccc(F)cc3)cn2)C1 (stereo not drawn)	-7	6
48	Cc1cc(OCc2c(C)c(C)c(C)c(C)c2C)c2cc(Cl)ccc2n1	x	-5&-1
49	Cc1nc(-c2cn(Cc3ccccc3)nn2)no1	-8	-2
50	COCCCN1CCc2nc(SCc3cccc(Br)c3)[nH]c(=O)c2C1	-8	1
51	COc1cccc(C=C2Oc3c(CN4CCN(CCO)CC4)c(O)cc(C)c3C2=O)c1	14	-8
52	O=C(Nc1ccc2c(c1)OCO2)C1CCN(S(=O)(=O)c2ccc(F)cc2)CC1	6&0	8&-13
53	O=C(CCS(=O)(=O)c1ccc(Br)s1)Nc1ccc(F)cc1	-1	-7
54	CCC(NC(=O)c1cn2c(n1)CCCC2)c1ccc(OC)cc1 (stereo not drawn)	3	-1
55	O=[N+]([O-])c1ccc(CN2CC(N3CC=CC3)CS2(=O)=O)cc1 (stereo not drawn)	-3	-1
56	COc1cccc(/C=C2\NC(=O)N(CC(=O)Nc3cccc(C)c3)C2=O)c1	-1	-1
57	O=C(O)CNS(=O)(=O)c1cccs1	-6	5
58	COc1cccc(-c2nc(C3CCN(S(=O)(=O)c4ccccc4)CC3)no2)c1	-4	-3
59	O=C(Nc1cc(-c2ccccn2)no1)c1cccc2[nH]ccc12	1	0
60	O=C(CSc1nc2ccccc2[nH]1)N1CCc2ccccc21	-4	-4&-5
61	COc1ccc2[nH]cc(CCN3CC(C(=O)Nc4cccc(C(F)(F)F)c4)CC3=O)c2c1 (stereo not drawn)	46	-1
62	Cc1ccc(N2Cc3ccccc3C2=O)cc1	-11	1
63	CS(=O)(=O)c1ccc2nc(NC(=O)CN3C(=O)CCC3=O)sc2c1	-2	-1
64	COc1ccccc1C(=O)N1CCCC1c1cc(C(C)C)on1 (stereo not drawn)	-5	-9
65	COc1ccc(OCCC(=O)NN=CC=Cc2ccccc2)cc1	x	-4
66	Cc1ccc(NC(=O)COc2cc(C)nc(N3CCCCC3)n2)c(Cl)c1	-9	4
67	C[N+]1(CC(O)COc2ccc(C34CC5CC(CC(C5)C3)C4)cc2)CCCC1 (stereo not drawn)	52*	2
68	O=C1c2ccccc2C(=O)C1C1=Nc2ccccc2NC(c2ccccc2)C1 (stereo not drawn)	14&-2	-4&-4
69	COc1ccc(NC(=O)/C(=C\c2ccc3c(c2)OCO3)NC(=O)c2ccc(OC)cc2)cc1	7	-3
70	CC(C)(C)c1[nH]nc2c1C(c1cn[nH]c1-c1ccc(F)cc1)C(C#N)=C(N)O2 (stereo not drawn)	-3	-8
71	Cc1ccc(-n2ncc3c2ncn2c(COc4ccccc4C)nnc32)cc1	-3	2
72	O=C(Nc1ccc(S(=O)(=O)Nc2ncccn2)cc1)c1sc2ccccc2c1Cl	x	-5
73	COc1ccc(NC(=O)N2CCn3c(cnc3C)C2)cc1	-2	-1
74	Cc1ccc(-n2cc(C(=O)N3CCc4ccccc4C3)nn2)cc1C	-7	0
75	CC12CN3CC(C)(CN(C1)C31CN(Cc3ccccc3)c3ccccc31)C2=O (stereo not drawn)	-1	-9
76	CC(C)CNC(=O)N1CCc2c(c(-c3nc(-c4cccc(F)c4)no3)nn2C)C1	5	-2
77	Cc1c(-c2noc(C(=O)NC3CCCC3)n2)oc2c(C)cccc12	-10	0
78	Cn1nc(CC#N)c(C#N)c1N	x	11
79	O=C(NCCn1cnc(-c2ccccc2)cc1=O)c1ccc(Cn2ccnc2)cc1	-4	-17
80	N#Cc1cccc(S(=O)(=O)NCCC2CCN(C(=O)c3ccc(F)cc3)CC2)c1	29	-2
81	COc1ccc(-c2nnc(N3CCCC3)o2)cc1OC	-1	x
82	COc1ccccc1CCC(=O)N1CCc2c(nc3cc(-c4ccccc4)[nH]n3c2=O)C1	59*	3
83	Cc1cccc(C(=O)Nc2c3c(nn2-c2ccc(C)cc2C)CS(=O)(=O)C3)c1	2	-5
84	COC(=O)CCCn1cc(CN2CC(N3CCN(Cc4ccccc4F)CC3)CS2(=O)=O)nn1 (stereo not drawn)	2	-3
85	CCCCCCCCNc1nc(NCCC)nc(OCC)n1	-20	x
86	CCC(C(=O)N1CCN(c2nc3ccncc3n(C(C)C)c2=O)CC1)c1ccccc1 (stereo not drawn)	11	-6
87	CCOC(=O)[C@H](N)Cc1ccccc1	x	1
88	CC(C)Oc1ccc(NC(=O)CSc2nnc(-c3ccco3)n2-c2ccccc2)cc1	27	-6
89	CC(=O)c1ccc(NC(=O)Cn2nc3c(cc2=O)CCCC3)cc1	-2	-2
90	O=[N+]([O-])c1ccccc1S(=O)(=O)Nc1ccc(-c2nc3cccnc3s2)cc1	20	-8

5 records drawn at random from the list so far:
nr	structure	mHTT-CaM PPI inh	Pf apPOL inh
88	CC(C)Oc1ccc(NC(=O)CSc2nnc(-c3ccco3)n2-c2ccccc2)cc1	27	-6
81	COc1ccc(-c2nnc(N3CCCC3)o2)cc1OC	-1	x
89	CC(=O)c1ccc(NC(=O)Cn2nc3c(cc2=O)CCCC3)cc1	-2	-2
85	CCCCCCCCNc1nc(NCCC)nc(OCC)n1	-20	x
76	CC(C)CNC(=O)N1CCc2c(c(-c3nc(-c4cccc(F)c4)no3)nn2C)C1	5	-2

Values in list order from above.
Nos. 47–55 in mHTT-CaM PPI inh, in turn: -7, x, -8, -8, 14, 6&0, -1, 3, -3

Other records follow:
nr	structure	mHTT-CaM PPI inh	Pf apPOL inh
91	CCC(=O)N1CCc2cc(N3CC(C(=O)Nc4cccc(Cl)c4C)CC3=O)ccc21 (stereo not drawn)	-1	-2
92	Nc1c(C(=O)N2CCCCC2)sc2nc3c(cc12)CCCCC3	0	7
93	CCc1ccc(S(=O)(=O)N2CCC(c3cc(N)on3)CC2)cc1	3	-2
94	CCn1nccc1C(=O)NC1CCCN(c2cc(N(C)C)ncn2)C1 (stereo not drawn)	2	-2
95	CCCN(C)C(=O)c1cc(-c2ccc3ccccc3c2)on1	-19	-2
96	CC(C)(C)C1NC(C(=O)O)CS1 (stereo not drawn)	x	-2
97	Cc1ccc2c(c1)C(=O)N1CCCC1C(=O)N2CC(=O)N1CCN(C(C)C)CC1 (stereo not drawn)	-1	-4
98	Cn1cc(Br)c(NC(=O)CSc2cc(C(F)(F)F)cc(C(F)(F)F)c2)n1	x	-11
99	CN(C)CCN1C(=O)C2C3c4ccccc4C([N+](=O)[O-])(c4ccccc43)C2C1=O (stereo not drawn)	-3	-2
100	CC1(C)OC2COC3OC(C)(C)OC3C2O1 (stereo not drawn)	x	-5
101	COc1ccccc1N=c1oc2ccccc2cc1C(=O)Nc1nccs1	7	-3
102	O=C(Nc1ccc(F)cc1Cl)C1CCc2nc(N3CCOCC3)ncc2C1 (stereo not drawn)	-3	-4
103	COc1cc(/C=C2\C(=O)NC(=O)N(c3ccccc3)C2=O)ccc1OCc1ccc(C(=O)O)cc1	7	-4
104	C=CCSc1nnc2c(n1)OC(c1ccc(C(=O)O)cc1)N(C(C)=O)c1ccccc1-2 (stereo not drawn)	10	-70
105	CSc1nc2ccc3nc(NC(=O)C4CCCCN4S(C)(=O)=O)sc3c2s1 (stereo not drawn)	-2	-1
106	CCc1nc(C)cn1S(=O)(=O)c1cc(Cl)c(OC)cc1Cl	2	-10
107	O=C1NCCCCC1NC1CCCCCC1 (stereo not drawn)	-4	8
108	CCNc1nc(NCC)n2c(SCC(=O)N(c3ccccc3)c3ccccc3)nnc2n1	3	-4
109	COc1ccc(C(=O)NCCNC(=O)c2ccncc2)cc1	1	-3

Random draw from the library. About 3.5% of those tested had a hit in this group.
